TbREL1 inh: TbREL1 inhibition, primary screen; hit rate 0.49% among 89,000; inhibition, % at 9.66 µM; P86926; TbREL1 RNA ligation, FRET fluorescence;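 active means inhibition above the mean inhibition across all screened compounds plus 3 SD, cut at about 11% in these data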;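 further: 0% = plate median of test wells and 100% = NSC42067 control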
Target sequence (P86926 whole entry, looked up): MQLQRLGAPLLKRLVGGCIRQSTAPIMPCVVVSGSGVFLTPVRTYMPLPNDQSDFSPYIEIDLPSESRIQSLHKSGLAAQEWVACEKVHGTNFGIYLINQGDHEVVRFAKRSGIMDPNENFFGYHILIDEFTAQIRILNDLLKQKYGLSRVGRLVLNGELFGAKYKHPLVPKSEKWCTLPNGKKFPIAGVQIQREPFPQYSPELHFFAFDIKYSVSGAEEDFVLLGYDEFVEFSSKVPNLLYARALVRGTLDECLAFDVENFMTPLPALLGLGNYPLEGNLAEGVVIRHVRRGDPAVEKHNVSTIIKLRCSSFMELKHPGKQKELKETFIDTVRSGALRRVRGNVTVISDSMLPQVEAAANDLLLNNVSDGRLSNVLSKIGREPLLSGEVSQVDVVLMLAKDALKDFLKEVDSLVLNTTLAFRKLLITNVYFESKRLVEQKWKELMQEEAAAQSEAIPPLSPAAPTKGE
An asterisk follows results filed as active. This is a subset, so the mix of outcomes need not match the whole.

SMILES	TbREL1 inh
Cc1cc(C)cc(NC2=NC3(CCCCC3)N=C(N)N2)c1	2
Cc1ccc(S(=O)(=O)N2CCC(C(=O)N3CCN(Cc4ccccc4)CC3)CC2)cc1	0
COC(=O)c1ccccc1S(=O)(=O)Nc1ccc(OC)nc1	-2
CN1CCCCC(NC(=O)c2cccc(C(F)(F)F)c2)C1=O (stereo unspecified)	0
CN1CCN(C(=O)C2=C[C@@H](c3csc4ccccc34)C[C@@H](OCCCCO)O2)CC1	-2
COc1cc(/C=C(\NC(=O)c2cc(OC)c(OC)c(OC)c2)C(=O)NC(C(=O)O)c2ccccc2)cc(OC)c1OC (stereo unspecified)	1
O=C(Nc1cccnc1)c1c(F)c(F)c(F)c(F)c1F	8
Cc1ccc([N+](=O)[O-])cc1NC(=S)NC(=O)c1c(Cl)cnn1C	-3
CCc1ccc(CN2CCC(CO)(CC3CCCCO3)CC2)o1 (stereo unspecified)	0
CC(NC(=O)CNC(=O)c1sc2ccccc2c1Cl)c1ccc(S(N)(=O)=O)cc1 (stereo unspecified)	0
CCCNC(=O)c1cc2cc([N+](=O)[O-])ccc2s1	1
O=C(NCC1CCCO1)c1nn2c(C(F)(F)F)cc(-c3cccs3)nc2c1Cl (stereo unspecified)	0
COc1ccccc1CNC(=O)COC(=O)c1cc(C)oc1C	-1
CN(CCOc1ccccc1)CC(=O)Nc1cccc(C#N)c1	2
COC1=CC(=O)[C@@]2([C@@H]1O)[C@@H](Cl)C[C@]13C(OC)=C(OC)C(=O)C[C@]21CCN3C	1
O=c1oc2ccc(C#CC3(O)CCCCC3)cc2cc1-n1cc(-c2ccccn2)nn1	4
CCOc1cc(-c2c(C)c(C)nc(N)c2C#N)ccc1O	-2
CN(C)CCCN=Cc1c(-c2ccccc2)[nH]n(-c2nc3ccccc3s2)c1=O	-3
CC(C)OC(=O)CSc1nc(N)c(C#N)c(-c2ccco2)c1C#N	3
O=C(Nc1c(-c2ccccc2)[nH][nH]c1=O)c1ccccc1	-3
CC#CCCCC(=O)Nc1cc(OC)nc(OC)n1	-1
CCS(=O)(=O)N1CCC2(CC1)OCCN2S(=O)(=O)c1ccc(C)cc1	0
CCCN(CC(=O)Nc1ccc(Cl)cc1Cl)C(=O)c1ccc(=O)[nH]c1	-4
Nc1nc(-c2ccccc2)c(-c2ccccc2)s1	1
O=C(Nc1cccc(F)c1)c1ccc(S(=O)(=O)N2CCCC2)cc1	-3
Cc1c(C(=O)N2CCN(S(=O)(=O)c3ccc(F)cc3)CC2)oc2ccccc12	2
CCOC(=O)c1c(C)[nH]c(C(=O)COC(=O)C23CC4CC(CC(Cl)(C4)C2)C3)c1C	1
CCC(C)c1ccc(OCC(=O)Nc2ccc3[nH]c(=O)[nH]c3c2)cc1 (stereo unspecified)	0
O=C(Cc1ccc(Cl)cc1)Nc1cccc(S(=O)(=O)Nc2ccccc2F)c1	1
O=C(CN1C(=O)CSC1=O)Nc1ccc(N2CCOCC2)cc1	-1

Entries shown so far that contain a CF3 group, in the order listed:
SMILES	TbREL1 inh
CN1CCCCC(NC(=O)c2cccc(C(F)(F)F)c2)C1=O (stereo unspecified)	0
O=C(NCC1CCCO1)c1nn2c(C(F)(F)F)cc(-c3cccs3)nc2c1Cl (stereo unspecified)	0

(further entries)
SMILES	TbREL1 inh
O=C(Cn1cc(C(F)(F)F)ccc1=O)NC1CCCC1	1
Cc1ccc(S(=O)(=O)N/N=C/c2ccc(O)c(O)c2)cc1[N+](=O)[O-]	-5
Cc1cc(C(=O)Nc2ncn[nH]2)ccc1[N+](=O)[O-]	0
Cc1cc(N2CCOCC2)nc2ccc(NC(=O)CCC(=O)N3CCC(C)CC3)cc12	-3
Nc1ccc(Oc2ccc3nc(-c4ccccc4)c(-c4ccccc4)nc3c2)cc1	0
Cc1cc(/C([O-])=C(/C(=S)Nc2ccccc2)[n+]2ccccc2)c(C)n1-c1ccccc1	2
COc1ccc2c(COC(=O)CNS(=O)(=O)c3ccc(C)c(C)c3)cc(=O)oc2c1	0
CC(C)Oc1cccc(-c2nnc(SCC(=O)Nc3ccc4c(c3)OCCO4)n2N)c1	-4
CCc1ccc(CNC(=O)c2ccc(OC3CCN(C(=O)COC)CC3)cc2)nc1	5
O=c1[nH]c(Nc2ccc3c(c2)OCCO3)nnc1Cc1ccccc1	-2
CC(C)C(c1nnnn1Cc1ccc2c(c1)OCO2)N1CCN(C)CC1 (stereo unspecified)	0
N#CC(Nc1ccccc1)c1ccccc1OCc1ccccc1 (stereo unspecified)	5
CCN(CC)CC#CCC(O)(c1ccccc1)C1CCCCC1 (stereo unspecified)	2
CCN(C(=O)CSc1cc(C)c2ccccc2n1)c1c(N)n(Cc2ccccc2)c(=O)[nH]c1=O	10
Cc1cccc2c(N)c3c(nc12)CCCC3 (tested in a mixture with another compound)	4

Looked up by structure from the entries so far, 7 records:
SMILES	TbREL1 inh
Cc1cc(C(=O)Nc2ncn[nH]2)ccc1[N+](=O)[O-]	0
COc1ccc2c(COC(=O)CNS(=O)(=O)c3ccc(C)c(C)c3)cc(=O)oc2c1	0
CC(C)C(c1nnnn1Cc1ccc2c(c1)OCO2)N1CCN(C)CC1 (stereo unspecified)	0
Cc1cc(N2CCOCC2)nc2ccc(NC(=O)CCC(=O)N3CCC(C)CC3)cc12	-3
O=c1[nH]c(Nc2ccc3c(c2)OCCO3)nnc1Cc1ccccc1	-2
CCN(CC)CC#CCC(O)(c1ccccc1)C1CCCCC1 (stereo unspecified)	2
Cc1ccc(S(=O)(=O)N/N=C/c2ccc(O)c(O)c2)cc1[N+](=O)[O-]	-5

(continued)
SMILES	TbREL1 inh
CCCCn1nnnc1C(c1ccccc1)N1CCN(C(=O)c2ccco2)CC1 (stereo unspecified)	-2
O=C1[C@H]2[C@@H](c3ccc(Cl)cc3)N3C(=O)N(c4cccc(F)c4)C(=O)[C@@]3(Cc3ccccc3)[C@H]2C(=O)N1C1CCCCC1	-1
Cc1ccc(S(=O)(=O)Nc2ccccc2F)cc1C(=O)NCCCN1CCCC1=O	1
COc1ccc(S(=O)(=O)Nc2cccc(C(C)=O)c2)cc1Br	2
CC1CN(C(=O)COC(=O)c2ccc(N)c([N+](=O)[O-])c2)CC(C)O1 (stereo unspecified)	0
CN1C(=O)C(C)(C)c2cc(S(=O)(=O)N3CCCC3C(=O)NCc3ccccc3Cl)ccc21 (stereo unspecified)	1
CC(NC(=O)c1ccco1)c1ccc(-n2ccnc2)cc1 (stereo unspecified)	6
C#CCNC(=O)C1=C[C@@H](C2CC2)C[C@@H](OCc2ccc(CO)cc2)O1	-3
Cc1onc(-c2ccccc2Cl)c1C(=O)NCCCN1CCOCC1	5
Nc1nnc2cc(Br)ccc2n1	3
CCn1c2ccccc2c2cc(NC(=O)COC(=O)c3cccc(F)c3)ccc21	-3
COc1ccc(OCC(=O)NS(=O)(=O)c2ccccc2)cc1	3
CC1CCN(C(=O)CSc2nc3c(cnn3-c3ccccc3)c(=O)[nH]2)CC1	3
Cc1cc(CNC(=O)COC(=O)C2CC3CCCC(C2)C3=O)cc(C)c1O (stereo unspecified)	-4
O=C(NNC(=O)c1ccc([N+](=O)[O-])o1)c1ccccc1	3
O=C(Nc1cccc(OC(F)(F)F)c1)c1ccc(-c2cccnc2)c2ccoc12	1
Cc1cnc(C(=O)OCC(=O)NCc2ccc(Cl)cc2)cn1	0
COc1cc(NC(=O)c2cc(C)on2)cc(C(=O)Nc2cccc(C(F)(F)F)c2)c1	7
C[C@@H](CN1C(=O)C(=O)NC[C@@H]1C)NC(=O)CC12CC3CC(CC(C3)C1)C2	-1
COP(=O)(CC(=O)O)C(CC(C)C)NC(=O)OCc1ccccc1 (stereo unspecified)	4
O=C(N/N=C\c1ccoc1)c1ccco1	2
COc1ccc(C=Nn2c(-c3ccc(F)cc3)n[nH]c2=S)cc1OCc1ccccc1	-2
Cc1ccc(-c2nnc(SCC(=O)NCCN3C(=O)CSC3=O)n2C)cc1	9
CCN(CC)c1ccc2cc(C(=O)c3cccs3)c(=O)oc2c1	6
Cc1cc(C)c(C#N)c(SCC(=O)c2cccs2)n1	3
Cc1cc2oc(C(=O)Nc3c(C)n(C)n(-c4ccccc4)c3=O)c(C)c2cc1C	2
Cc1ccc([C@@H]2[C@@H]3C(=O)N(c4ccccc4)C(=O)[C@@H]3[C@]3(C)C(=O)N(CC4CC4)CC(=O)N23)o1	2
CCOC(=O)/C(=N/O)C1=NC(C)(C)Cc2cc(C)c(C)cc21	7
CCN(CC)CCCn1c2c(c(SCC(=O)Nc3ccc(C)c(F)c3)nc1=O)CCC2	7
NS(=O)(=O)c1ccc(N=C2C(=O)Nc3ccccc32)cc1	0

Among those listed so far, 2 have bromine.
SMILES	TbREL1 inh
COc1ccc(S(=O)(=O)Nc2cccc(C(C)=O)c2)cc1Br	2
Nc1nnc2cc(Br)ccc2n1	3

Continued.
SMILES	TbREL1 inh
COc1ccc(C)cc1S(=O)(=O)N(CC(=O)Nc1cccc([N+](=O)[O-])c1)c1ccc(C)c(C)c1	8
COc1ccc(S(=O)(=O)Nc2ccccc2OC)cc1C	0
CC(O)c1nc2ccc(C(=O)O)cc2[nH]1 (stereo unspecified)	0
O=[N+]([O-])c1ccc2[nH]nc(-c3ccccc3)c2c1	4
CCCc1nc2ccccc2c(C(=O)OCc2nnc(-c3cc(OC)c(OC)c(OC)c3)o2)c1CC	-1
CCNC(=O)NC(=O)CSc1ccc(S(=O)(=O)N2CCOCC2)cn1	1
C[C@@]12C(=O)N(c3cccc(F)c3)C(=O)N1[C@@H]1c3ccccc3OC[C@@H]1[C@H]2c1ccccc1	1
CC(=O)c1ccc(OC(=O)CCc2nc3ccccc3s2)cc1	0
Cc1ccc(S(=O)(=O)N2CCOCC2)cc1C(=O)NCc1ccc(F)cc1	-1
O=C1Nc2ccccc2SC(c2ccccc2)C1O (stereo unspecified)	2
CCOC(=O)N1CCN(C(=O)c2cccc(NS(=O)(=O)c3ccc(F)c(F)c3)c2)CC1	-3
CCS(=O)(=O)N1CCN(S(=O)(=O)c2ccc(F)cc2)CC1	-2
C#CCn1c(=O)cc(C)c2ccccc21	0
O=C(O)c1nn(CC(=O)N2CCC(Cc3ccccc3)CC2)c(=O)c2ccccc12	-1
Cc1cccc(C)c1NC(=O)CN(C)C(=O)CC1OC(=O)c2ccccc21 (stereo unspecified)	-1

The final 4 records of the part above come first, to join the parts:
SMILES	TbREL1 inh
CCS(=O)(=O)N1CCN(S(=O)(=O)c2ccc(F)cc2)CC1	-2
C#CCn1c(=O)cc(C)c2ccccc21	0
O=C(O)c1nn(CC(=O)N2CCC(Cc3ccccc3)CC2)c(=O)c2ccccc12	-1
Cc1cccc(C)c1NC(=O)CN(C)C(=O)CC1OC(=O)c2ccccc21 (stereo unspecified)	-1
CC(=O)Nc1c(C(=O)N2CCCCCC2)cnn1-c1ccccc1Cl	6
CC(=O)Nc1ccc(S(=O)(=O)NCc2nnnn2-c2ccc(Cl)cc2)cc1	1
CCOC(=O)CNC(=O)CSc1nnc(Cn2c(=O)sc3ccccc32)n1C	2
O=C(CN1C(=O)C2C3C=CC(C3)C2C1=O)N1CC(=O)N(CCc2ccccc2)C(=O)C1 (stereo unspecified)	0
COc1cc(NC(=O)c2ccco2)c(OC)cc1NC(=O)CCC(=O)Nc1cc(C)ccc1C	-2
Cc1cc(C)c2ccc(Cl)cc2n1	0
Cc1ccc(NC(=O)C(C)OC(=O)C2CC3CCCC(C2)C3=O)cc1S(=O)(=O)N1CCOCC1 (stereo unspecified)	-4
COCc1nnc(NC(=O)C23CC4CC(CC(C4)C2)C3)s1	1
COc1cc(Cl)nn(-c2ccccc2)c1=O	0
CN(c1ccccc1)S(=O)(=O)c1cccc(NC(=O)C2=NN(c3ccccc3)C(=O)CC2)c1	-2
C=CCn1c(SCC(=O)c2c(N)n(C3CC3)c(=O)[nH]c2=O)nnc1-c1ccoc1C	8
CCCC(C)C(=O)Nc1ccc(Cl)cn1 (stereo unspecified)	3
Cc1ccccc1CS(=O)(=O)Cc1ccc(C(=O)Nc2ccc(Cl)cc2)o1	2
CCc1c(C(=O)Nc2ncn(Cc3cccc(C)c3)n2)csc1C	5
O=C(CCc1nc(-c2ccccc2)no1)Nc1cccc(C(=O)NC2CC2)c1	0
CC(C)NS(=O)(=O)c1ccc(NC(=O)C(C)OC(=O)CCC2CCCC2)cc1 (stereo unspecified)	-1
CC(=O)N(C(C)=O)c1c(N2CCCC2)c2ccccc2oc1=O	1
COc1ccccc1NC(=O)CCSCCC(=O)Nc1ccccc1OC	-2
Oc1ccc(-c2nnc(-c3ccc(O)cc3)nn2)cc1	9
COc1ccc(C(=O)NNC(=O)CCc2ccccc2OC)cc1	1
COc1ccc(S(=O)(=O)Cc2ccc(C(=O)NCc3cccnc3)o2)cc1	3
COC(=O)c1cc2occc2n1Cc1nc(-c2ccccc2C)oc1C	-4
Fc1cccc(CSc2ccc(-c3ccc4c(c3)OCO4)nn2)c1	2
O=C(c1cc2nc(-c3ccccc3)cc(C(F)(F)F)n2n1)N1CCCC1	1
O=C(NC1(C(F)(F)F)C(=O)Nc2c1c(=O)[nH]c(=O)n2Cc1ccccc1)c1ccco1 (stereo unspecified)	-1
Nc1nc2n(n1)C(c1ccc(Cl)cc1)CC(c1ccc(F)cc1)N2 (stereo unspecified)	-1
CC(=O)N/C(=C\c1ccccc1)C(=O)OC(C)C(=O)c1ccccc1 (stereo unspecified)	-2
CCC(Oc1ccccc1OC)C(=O)N1CC(=O)Nc2ccccc21 (stereo unspecified)	-5
Cc1cc(C)cc(N2CC(C(=O)OCC(=O)Nc3cc(C)on3)CC2=O)c1 (stereo unspecified)	-3
COCCN(CC(=O)Nc1cccc(C)c1C)C(=O)Cn1c(=O)cnc2ccccc21	-1
CCCC(C)C(=O)Nc1ccc(Cl)cc1Cl (stereo unspecified)	-2
Cn1c(SCC(=O)c2ccc(F)cc2)nc2cccnc21	-1
C[C@@]12C(=O)N(CC3CC3)CC(=O)N1[C@H](/C=C/c1ccccc1)[C@@H]1C(=O)N(c3ccccc3)C(=O)[C@@H]12	-2
O=C(Nc1ccccc1OC(F)F)c1ccc(N2CCCC2=O)cc1	0
COc1ccc(Cl)cc1C(=O)Nc1ccc(S(=O)(=O)N2CCCC2)cc1	1
O=C(NCc1cccc2ccccc12)C1CCCN(c2nc3ccccc3o2)C1 (stereo unspecified)	-1
Cc1cc(C)c(CN2CCN(C(=O)Cn3ccc(N)nc3=O)CC2)c(C)c1	-1
Nn1c(Cc2ccccc2)nnc1Cc1ccccc1	-3

Assay outcomes (PubChem BioAssay)
